Myeloid diff 2: myeloid differentiation induction | actives 1% (n = 360,000) | calls only at 10 µM | ER-HoxA9 myeloid progenitors, lysozyme-GFP differentiation, flow cytometry;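 active = normalized GFP-positive differentiation at or above the plate's own cutoff, the solvent-only control mean plus 3 SD; inconclusive = no clear call, values can overlap the other calls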;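 also: cells exposed to compound for four days before flow analysis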
PhoP inhibition: inhibitors of PhoP regulon expression, primary screen, Salmonella Typhimurium, GFP reporter (AID 1863). actives 0.16% (n = 300,000). S. Typhimurium PhoP-regulated promoter GFP reporter, 4 h; higher % means a stronger effect. inhibition, % at 50 µM; hits with a dose series show IC50 in µM;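 active = inhibition over 29.93%, a cutoff 3 SD above the screen mean, later confirmed by dose response; inconclusive = inhibition over 29.93% but no dose response follow-up; inactive = inhibition at most 29.93% or unconfirmed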;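 also: 0% = low Mg2+ inducing control and 100% = high Mg2+ repressing control; strong numbers were not always called active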
Rac1 GTP hydrolysis: MgcRacGAP GTPase-activating activity inhibitors, confirmation, biochemical, ADP Hunter fluorescence; MgcRacGAP-stimulated Rac1 GTP hydrolysis, ADP Hunter fluorescence; higher % means a stronger effect; GST-tagged Rac1 F28L mutant substrate; inhibition, % at 30 µM, or IC50 in µM where a hit was titrated; actives 0.6% (n = 340,000); AID 624330;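 active = first-screen hits whose inhibition reached a set limit at any dose in the follow-up dose series; inconclusive = inhibition above the set first-screen limit but never retested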;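 also: fluorescence reports GDP produced by GAP-driven GTP hydrolysis; strong numbers were not always called active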
T cell modulator: T cell immune modulation candidate; actives 0.068% (n = 330,000); calls only at 7 µM; 2C CD8+ T cell-vesicle binding, flow cytometry; stronger effect = lower value;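 active = response, share of CD8 T cells binding vesicles, and their 90th percentile fluorescence all below set limits, cut at about 80% in these data, passing the limit was not always enough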
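incubation = binding step 1.5 h, 37 °C, antibody labelling 20 min, ice | test system = 2C mouse CD8+ T cells | read-out basis = percent CD8+ FL2 mean versus row control | controls = Peptide-free naked vesicles (low) and QL9 vesicles with 0.7% DMSO vehicle (high) | detection = flow cytometry of vesicle-bound cells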
TNAP activators: human TNAP enzyme activators, primary screen, biochemical, luminescent, no phosphate acceptor, uHTS (AID 1001) | purified TNAP, luminescent activation assay, no phosphate acceptor; higher activation fold means a stronger effect | activation fold at 20 µM, or EC50 in µM where a hit was titrated | actives 0.03% (n = 200,000); in the data active = activation fold from about 3, or a potency from the dose series; inactive = the rest, 99 in 100 with activation fold below about 1.6; also: many of its hits are not listed in these tables
NTR1 agonist: agonists of NTR1, primary screen, imaging, U2OS cells, beta-arrestin-GFP, high content (AID 493036); actives 0.17% (n = 330,000); activation, % at 20 µM; NTR1-U2OS beta-arrestin-GFP spot imaging, agonist mode; P30989;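 active = activation at or above 40% of the spot to cytoplasm intensity ratio, with at least 20 cells analyzed; inconclusive = wells under 20 cells, flagged as cytotoxic or low count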;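 also: 0% = DMSO without peptide and 100% = 100 nM NTR1 peptide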
Target sequence (P30989 whole entry, looked up): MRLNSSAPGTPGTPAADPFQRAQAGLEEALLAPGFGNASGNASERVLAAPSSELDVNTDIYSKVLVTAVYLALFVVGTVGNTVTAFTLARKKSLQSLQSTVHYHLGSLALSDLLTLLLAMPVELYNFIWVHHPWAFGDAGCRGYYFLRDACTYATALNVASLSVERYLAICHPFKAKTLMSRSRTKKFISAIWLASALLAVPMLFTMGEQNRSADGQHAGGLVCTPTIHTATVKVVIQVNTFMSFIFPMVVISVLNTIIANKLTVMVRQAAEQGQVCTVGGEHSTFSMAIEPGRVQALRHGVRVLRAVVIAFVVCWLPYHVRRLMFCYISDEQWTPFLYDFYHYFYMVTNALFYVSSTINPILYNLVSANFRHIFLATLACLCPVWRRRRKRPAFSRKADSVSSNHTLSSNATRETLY
K1F lysis inhibition: protection from phage-mediated lysis, alamar blue read-out – E. coli UTI89, K1F phage, bacterial capsule biogenesis inhibitors (AID 488966); actives 0.02% (n = 340,000); E. coli UTI89 K1F phage lysis, alamar blue, 2 h; higher % means a stronger effect; inhibition, % at 100 µM, or IC50 in µM where a hit was titrated;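 active = phage lysis inhibition, versus mean bacterial control, above a set limit; inconclusive = no clear call, values can overlap the other calls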;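 also: capsule biogenesis inhibitors block K1F phage lysis so surviving cells raise fluorescence; higher fluorescence means more inhibition of phage lysis; actives were called in the ten point dose series up to 300 µM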
RSV antiviral HEp-2: inhibition of RSV-induced cytopathic effect – HEp-2 cells, primary 10 µM value included (AID 2391); actives 0.13% (n = 310,000); HEp-2 cells, RSV-induced CPE inhibition; higher % means a stronger effect; CPE inhibition, % at 10 µM, or IC50 in µM where a hit was titrated; in the data active = a potency from the dose series; inconclusive = CPE inhibition mostly from about 23% at the one dose, without a potency; inactive = the rest, 99 in 100 with CPE inhibition below about 21%; also: strong numbers were not always called active
SV40 large T antigen: SV40 large T antigen inhibitors, biochemical (AID 1903). one-dose inhibition, % at 20 µM; IC50 in µM for titrated hits. actives 0.39% (n = 310,000). SV40 large T antigen ATPase/helicase inhibition assay; higher % means a stronger effect; in the data active = a potency from the dose series; inconclusive = inhibition mostly from about 32% at the one dose, without a potency; inactive = the rest, 99 in 100 with inhibition below about 32%; also: strong numbers were not always called active
T cell modulator vesicle-bound %: further read-out of T cell modulator, marked with its call; double positive events, %; measured here: CD8+ vesicle-bound cell fraction;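 binding gate set so that unloaded-vesicle control wells show 10% double positive cells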
NTR1 agonist cell count 20 µM: further read-out of NTR1 agonist, marked with its call; cell count; measured here: cell count, cytotoxicity flag
Myeloid diff 2 GFP+ MAC1+ %: recorded beside Myeloid diff 2, whose call it bears; GFP+ MAC1+ double positive, %; measured here: differentiation confirmed by MAC1 staining
An asterisk follows results filed as active; i = inactive; ? = inconclusive; / = not tested or not shown; [ ] = dose if it differs, or a comment.

SMILES	Myeloid diff 2	Myeloid diff 2 GFP+ MAC1+ %	PhoP inhibition	Rac1 GTP hydrolysis	T cell modulator	T cell modulator vesicle-bound %	TNAP activators	NTR1 agonist	NTR1 agonist cell count 20 µM	K1F lysis inhibition	RSV antiviral HEp-2	SV40 large T antigen
O=C(CSc1nc2scc(-c3ccccc3)c2c(=O)[nH]1)Nc1ccccc1	i	2.9	-5.2%	0.6%	i	68.1	/	3.5	47	-0.1%	15.2%	5.4%
O=C(Nc1nn[nH]n1)c1cccc([N+](=O)[O-])c1	i	0.5	-8.7%	9.2%	i	62.7	1.2	1.8	48	0.1%	-0.9%	9.4%
O=C(c1ccco1)N1CCN(S(=O)(=O)c2ccc(S(=O)(=O)NC3CCCCC3)cc2)CC1	i	1.1	8.8%	5.7%	i	17.6	1.1	1.0	56	0.4%	-1.1%	-1.9%
O=C(COC(=O)c1cncc(Br)c1)NCc1ccccc1Cl	i	1.1	4.2%	-3.6%	i	23.5	1.1	0.1	52	-0.1%	-0.3%	8.0%
Cc1ccccc1C(=O)N/N=C1\SCC(=O)N1Cc1ccco1	i	0.2	-2.2%	3.8%	i	38.8	1.1	-0.6	100	1.9%	0.1%	20.9%
COc1ccc(CC(NC(C)=O)C(=O)NC2CCN(C(=O)c3cc(OC)c(OC)c(OC)c3)CC2)cc1 (centres undefined)	i	0.9	-4.1%	10.7%	i	43.5	/	-1.2	55	0.5%	4.3%	5.0%
COC(=O)CC1C(=O)NC(C)=C1C(=O)OC (centres undefined)	/	/	-6.3%	/	i	51.6	/	0.2	47	/	0.6%	2.3%
Cc1cccnc1NC(=O)CCNC(=O)c1ccc(Cl)cc1	i	1.4	-5.6%	9.5%	i	10.0	/	0.0	49	0.1%	1.3%	8.6%
Nc1c(NC2CCCCC2)c2ccccc2oc1=O	i	1.0	6.2%	8.9%	i	26.9	1.1	1.3	75	9.0%	0.2%	9.0%
CCOc1cc(C=O)ccc1OCc1cc(=O)n2cc(C)ccc2n1	i	1.0	2.9%	4.2%	i	41.5	1.1	-1.1	71	-0.1%	0.6%	-3.7%
CCc1ccc(NC(=O)C2CCN(S(=O)(=O)c3ccc4[nH]c(=O)ccc4c3)CC2)cc1	i	9.4	/	-12.9%	i	35.9	/	0.1	41	-1.4%	1.0%	/
Cn1cc(CN2CCC(C(=O)N3CCCCC3)CC2)c(-c2ccccc2F)n1	i	0.7	-3.8%	0.1%	i	37.2	1	0.3	89	0.4%	-1.9%	10.0%
C=CCn1cccc(C(=O)Nc2ccc(C)c(C)c2)c1=O	i	0.6	4.6%	8.7%	i	31.7	/	0.8	67	0.1%	11.0%	10.4%
C#CCNC(=O)C1=C[C@H](c2ccc(C(F)(F)F)cc2)C[C@H](OCCCCO)O1	i	2.7	-3.0%	11.7%	i	30.9	1.1	-4.1	104	2.9%	2.7%	4.9%
COc1ccc(NC(=O)C(Cc2ccccc2)n2cccc2)c(OC)c1 (centres undefined)	i	0.3	-6.5%	7.8%	i	28.7	/	2.1	66	0.0%	2.1%	19.3%
Cc1cc(Br)c2c(c1)/C(=C/C(=O)c1cccs1)C(=O)N2	?	/	-8.0%	11.0%	i	36.4	1	62.6*	69*	5.3%	4.8%	9.4%
COCCN(CC(=O)Oc1ccccc1P(=O)(OC)OC)Cc1ccccc1	i	0.3	/	/	i	30.3	/	-0.2	48	/	1.6%	13.4%
COc1cccc(NC(=O)N2CCC(N3CCCCC3)CC2)c1	/	/	-0.1%	1.6%	i	12.0	1.1	1.0	41	5.9%	-0.1%	-0.8%
CCc1ccc(NC(=O)COc2coc(CN3CCN(c4ccccc4)CC3)cc2=O)cc1	i	0.8	-6.3%	2.6%	i	26.1	/	-1.1	64	1.4%[50 µM]	0.1%	7.5%
COc1ccc(CNC(=O)CCSCc2ccccc2C)cc1	i	0.1	2.0%	2.6%	i	26.7	1.1	-1.6	61	0.4%	6.5%	9.1%
C/C(=N\NC(=O)OC(C)(C)C)c1ccccc1Br	i	0.6	2.9%	-4.8%	i	27.1	1.1	2.1	46	-0.4%	2.6%	-1.0%
CC(C)CCn1c(O)c(N=Nc2ccccn2)c2ccccc21	i	0.5	15.5%	15.5%	i	40.6	1	10.0	51	-0.1%	0.6%	6.9%
Nc1nc(C(F)(F)F)cc(=O)[nH]1	i	0.5	3.0%	1.8%	i	54.0	/	-1.1	48	-0.1%	/	7.1%
Cc1c(NC(=O)c2cc(-c3ccc4c(c3)OCO4)on2)c(=O)n(-c2ccccc2)n1C	i	3.4	0.1%	3.6%	i	21.5	1.1	-1.7	47	8.6%	0.6%	3.5%
Cc1ccc(O)c(CCc2ccc(O)cc2)n1	i	0.4	-10.1%	26.3%	i	49.3	1.1	-0.8	33	-0.3%	0.4%	27.7%
CC(=O)c1ccc(NC(=O)COC(=O)CC2CC3CCC2C3)cc1 (centres undefined)	i	0.5	/	3.5%	i	5.8	/	2.5	72	0.9%[50 µM]	/	/
O=C(CSc1nnc(COc2ccccc2Cl)o1)Nc1ccccc1	i	0.3	/	0.0%	i	32.2	/	-0.8	45	1.3%[50 µM]	0.0%	/
COc1ccc(Cc2nnc(NS(=O)(=O)Cc3ccccc3)s2)cc1	i	0.5	-10.2%	2.7%	i	59.4	1.1	-0.2	11	-0.2%	3.0%	11.8%
NC(=O)c1c(NC(=O)CCCn2cnc([N+](=O)[O-])n2)sc2c1CCCC2	i	0.3	-0.6%	14.6%	i	31.3	1.2	0.4	61	0.3%	-0.4%	10.0%
COc1ccc(CCOC(=O)c2cccc(NC(C)=O)c2)cc1	?	/	-4.0%	-7.1%	i	24.5	/	0.6	73	-0.2%[50 µM]	4.9%	9.0%
O=C(N/N=C/c1cc(Cl)ccc1O)c1ccc(Br)cc1	?	/	4.9%	5.3%	i	42.7	1.6	/	/	-1.1%	-1.6%	-0.2%
CN1CCN(C(=O)c2cn(-c3ccccc3)nc2-c2cccnc2)CC1	i	0.6	-2.5%	6.6%	i	44.9	1.1	-1.3	55	1.6%[50 µM]	-0.1%	3.3%
COc1cccc(C2Nc3ccc4ccccc4c3C3=C2C(=O)CCC3)c1O (centres undefined)	i	0.7	6.7%	/	i	16.8	/	1.5	51	0.1%	0.1%	4.1%
COc1ccc(NC(=O)CN(C)C(=O)c2cccc(S(=O)(=O)N3CCN(C)CC3)c2)cc1	i	0.5	0.4%	8.8%	i	46.2	/	1.0	53	0.4%[50 µM]	-2.3%	12.4%
CC(=O)Nc1nnc(-c2c(-c3c(Cl)cccc3Cl)noc2C)o1	i	0.5	-7.1%	7.5%	i	43.8	/	-1.2	36	0.0%	1.3%	10.1%
Cc1cccc(NS(=O)(=O)c2cccc3cccnc23)n1	i	4.1	-5.7%	-7.5%	i	36.4	1.1	-4.1	54	-5.4%	0.6%	0.6%
O=[N+]([O-])c1ccc(Cl)c2cccnc12	i	0.4	2.4%	5.2%	i	48.5	1	-0.5	40	-0.4%	3.0%	10.6%
O=C(CCSCc1ccccc1Cl)NC1CCCCC1	i	0.2	2.5%	5.4%	i	14.8	1.1	-1.4	51	0.2%	-1.4%	-1.5%
O=c1c(-c2ccc(Cl)cc2)[n+]([O-])c2ccccc2n1OCc1nc2ccccc2[nH]1	i	0.7	2.0%	6.0%	i	26.1	/	-0.3	50	0.7%	4.8%	2.0%
CCCCN(CCCNC(=O)C1CCN(C(=O)c2cc3sccc3n2C)CC1)Cc1ccccc1	/	/	-8.2%	2.6%	i	7.5	/	0.4	51	0.8%	-0.7%	-2.2%
COC(CNS(=O)(=O)c1cccc2nonc12)OC	i	0.3	14.8%	8.2%	i	64.2	1.1	1.4	50	0.6%	3.3%	24.5%
CCOC(=O)c1sc2nc(CSc3nc4ccccc4n3CC)[nH]c(=O)c2c1C	i	0.4	-2.5%	4.0%	i	12.5	1	0.1	78	0.4%	1.2%	9.2%
O=C(COC(=O)C12CC3CC(CC(O)(C3)C1)C2)NC12CC3CC(CC(C3)C1)C2	i	0.3	-0.1%	-6.5%	i	39.2	1.1	0.9	97	-0.8%	-1.1%	-3.6%
CCSc1nnc(NC(=O)C2(C)Cc3ccccc3C(=O)O2)s1 (centres undefined)	i	7.2	-23.4%	10.7%	i	21.1	1	-0.1	75	2.0%	1.2%	5.9%
Cc1ccc2cc(S(=O)(=O)NCCCC(=O)O)ccc2c1	i	1.4	1.4%	9.9%	i	41.3	1.1	0.1	52	0.9%	0.7%	6.1%
Cc1ccc(OCCC(=O)OCC(=O)NC2CCCC(C)C2C)cc1 (centres undefined)	i	1.1	/	6.9%	i	50.3	/	-1.4	53	0.6%[50 µM]	/	/
Cc1ccc(N/N=C(\C#N)C(N)=S)c(C)c1	i	1.4	-4.5%	12.8%	i	46.2	0.7	/	/	-7.6%	5.5%	7.0%
COc1ccc(S(=O)(=O)NCC(c2ccco2)N2CCOCC2)cc1 (centres undefined)	i	1.1	3.0%	3.3%	i	25.9	/	-1.3	59	1.3%[50 µM]	-2.5%	2.9%

Look-ups from above.
Entry of CCOC(=O)c1sc2nc(CSc3nc4ccccc4n3CC)[nH]c(=O)c2c1C under NTR1 agonist cell count 20 µM: 78
Entry of O=[N+]([O-])c1ccc(Cl)c2cccnc12 under NTR1 agonist: -0.5

Continuation.
SMILES	Myeloid diff 2	Myeloid diff 2 GFP+ MAC1+ %	PhoP inhibition	Rac1 GTP hydrolysis	T cell modulator	T cell modulator vesicle-bound %	TNAP activators	NTR1 agonist	NTR1 agonist cell count 20 µM	K1F lysis inhibition	RSV antiviral HEp-2	SV40 large T antigen
CC(C)NC(=O)Cn1c(SCC(=O)N2CCCCCC2)nc2ccccc21	i	4.3	6.6%	5.0%	i	7.5	1.1	2.3	89	1.4%	1.1%	1.7%
CCC(CO)Oc1cc(NC(=O)c2ccccc2F)c2ncn(C(C)C)c2c1 (centres undefined)	i	0.4	/	5.3%	i	6.0	/	-2.6	73	0.2%	/	/
Clc1ccc(CCNc2ncnc3c2nnn3Cc2ccccc2)cc1	i	0.6	-3.3%	8.2%	i	59.9	/	0.8	57	1.6%	3.4%	7.7%
O=C(OCCN1CCN(c2ncc(C(F)(F)F)cc2Cl)CC1)c1ccc(Cl)cc1	i	0.5	-1.7%	11.6%	i	9.0	1	7.5	28	1.4%	-0.3%	15.4%

Bioassay records from PubChem BioAssay.
